Source: PubChem
miR122 inh – blocks miR-122 activity in Huh7 sensor cells. Huh7 miR-122 Renilla luciferase sensor, 48 h; neutral wells = 0, positive control = 100. activation (reporter increase), % at 12.5 µM. 340,000 tested, 0.3% active. AID 602342;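 active means mean replicate activation score at least 90 and every replicate individually at or above 90; inconclusive means only one of the two criteria met; inactive means neither criterion met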;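 further: higher luciferase means less miR-122 activity so hits act as miR-122 inhibitors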
FN deposit inh – fibronectin deposition inhibition. AH1F fibroblasts, Alexa488-fibronectin deposition fluorescence, overnight. 350,000 tested, 0.086% active. inhibition, % at 12.6 µM;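 active means mean inhibition across replicates of 30% or more, regardless of how many single replicates reach that level; inconclusive means mean under 30% yet at least half of replicates reach 30%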;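 further: positive control wells lacked labelled fibronectin entirely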
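Test system: AH1F fibroblast monolayer depositing Alexa488-labelled fibronectin into matrix. Input: 10000 cells per well. Technique: fluorescence, ex 485 nm, em 525 nm. Buffer or medium: DMEM plus 2% serum, read in PBS. Timing: 1 h cell adhesion before compound, then overnight fibronectin incubation. Compound: single dose, pinned. Read-out basis: inhibition from reduced deposited-fibronectin fluorescence.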
Cneo AK release – Cryptococcus neoformans lysis via adenylate kinase release. C. neoformans lysis, adenylate kinase release luminescence, 4 h; normalised: neutral wells 0, clomiphene wells 100. 360,000 tested, 0.2% active. lysis activity, % at 15 µM;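 active means mean lysis activity across replicates of at least 80%, whatever share of replicates individually reach that level; inactive means mean lysis activity below 80%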
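Material: C. neoformans cells | Amount: Yeast cell density of 5 × 10^6 cells/mL | Medium: Fresh YPD growth medium | Dosing: Single dose | Times: Static 4 h at 37 °C with compound, 1 h detection | Detection: AK luminescence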
LGR2 inh – inhibitors of bursicon-induced Drosophila LGR2 receptor cAMP signaling. 380,000 tested, 0.35% active. HEK293 LGR2, CRE-luciferase, bursicon-stimulated, 4 h. inhibition, % at 9.99 µM. AID 720647;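 active means drop in luminescence signal, shown as inhibition above about 50% in the replicate tests, limit read from the data, passing the limit was not always enough; inconclusive means probably only some replicates passing the limit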;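 further: agonist challenge used bursicon conditioned medium at about half maximal strength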
PAX8 inh HTS – lowers PAX8-driven luciferase in RMG-I cells; inhibition, % at 12.6 µM; 360,000 tested, 1.2% active; RMG-I TPO-luciferase reporter, SteadyGlo, 24 h;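 active means mean replicate inhibition at least 60% with every replicate also reaching 60%; inconclusive means only one of the two criteria is met; inactive means mean below 60% and not all replicates reaching 60%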;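 further: luciferase light reporting Pax8 driven TPO promoter activity; plate controls were median of neutral control wells for no effect and mitoxantrone controls for full effect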
EWS-Fli inh – inhibitors of EWS/Fli oncoprotein transcriptional activity; A673 NR0B1-luciferase reporter, viability-normalised; 350,000 tested, 0.67% active; inhibition, % at 12.6 µM; AID 651661;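 active means mean inhibition of at least 50% after viability correction, with every replicate also passing that limit; inconclusive means mean reaches 50% but only one of two replicates passes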;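 further: firefly luciferase signal divided by Alamar Blue viability fluorescence both relative to DMSO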
PGC1a acetyl inh – PGC1a acetylation modulation, inhibitor mode. 350,000 tested, 0.17% active. inhibition, % at 15.6 µM. AID 651687. U2OS PGC1a acetylation, AlphaScreen anti-acetyl-lysine; with virally co-expressed GCN5 acetyltransferase;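 active means every replicate shows inhibition of at least 40%; inconclusive means mean inhibition at least 40% but some replicate below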;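 further: 0% = neutral control wells and 100% = positive control wells; some results beyond the cut were filed as inactive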
CASP6 VEID inh – caspase-6 (human) enzyme inhibition. 350,000 tested, 0.53% active. P55212. purified caspase-6, Z-VEID-R110 cleavage fluorescence. inhibition, % at 12.5 µM;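 active means mean inhibition across replicates at least about 35%, with every replicate also reaching that limit, limit read from the data; inconclusive means only one of the two criteria met; inactive means neither criterion met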;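 further: 0% = median of neutral control wells and 100% = no fluorescence left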
Target sequence (P55212 24-179 limits assumed): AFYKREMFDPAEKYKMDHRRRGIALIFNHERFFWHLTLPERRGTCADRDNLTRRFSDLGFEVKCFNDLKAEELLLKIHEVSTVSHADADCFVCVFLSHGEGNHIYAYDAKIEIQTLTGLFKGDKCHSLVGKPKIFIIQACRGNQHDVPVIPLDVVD
Target sequence (P55212 194-293 limits assumed): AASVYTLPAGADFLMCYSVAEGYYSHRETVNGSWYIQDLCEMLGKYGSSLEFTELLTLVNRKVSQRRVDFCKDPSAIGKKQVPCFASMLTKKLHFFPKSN
Starred values were filed as active, the others as inactive; ? = inconclusive; / = not tested or not shown; [ ] = remark or other dose. Compounds were not picked by outcome (roughly 2.5% active in at least one column).

SMILES | miR122 inh | FN deposit inh | Cneo AK release | LGR2 inh | PAX8 inh HTS | EWS-Fli inh | PGC1a acetyl inh | CASP6 VEID inh
Cc1ccsc1-c1nc(CN2CCCC2c2ccc(F)cc2)c(C)o1 (centres undefined) | / | -3 | / | 26 | 8 | 10 | 4 | 1
COc1ccccc1NC(=O)N[C@@H]1CC[C@@H](CCNS(=O)(=O)c2ccc(Cl)cc2)O[C@@H]1CO | / | -12 | 52 | 2 | 17 | -2 | -9 | -4
C[C@@H]1CCCCO[C@H](CN(C)C(=O)Nc2ccc(F)cc2)[C@@H](C)CN([C@@H](C)CO)C(=O)c2cc(NC(=O)CCC(F)(F)F)ccc2O1 | 11[16.7 µM] | -2 | -2 | -13 | -12 | 9 | 7 | -3
CCOc1cc(/C=N/N=C(N)N)ccc1OCc1ccc(Cl)cc1 | -5 | 9 | -2 | 53* | 31 | -4 | 56* | 18
COc1ccc(NC(=O)CSc2nnc(N)n2CC(=O)Nc2ccc(OC)cc2)cc1 | -5 | -10 | -1 | 12 | 18 | 0 | / | -3
Cc1c(/C=C/C(=O)c2ccc(C(C)C)cc2)cnn1C | 0 | 5 | / | -26 | -145 | -109 | -6 | -3
COc1ccc(CCNC(=O)C2CCC(=O)N2CCc2ccccc2)cc1OC (centres undefined) | 1 | 1 | / | -3 | 10 | -2 | -12 | 0
CCOC(=O)CCc1c(C)c2ccc(OC3CCCCC3=O)cc2oc1=O (centres undefined) | -3 | -9 | 0 | / | 3 | -14 | 9 | 2
Cc1cc(C(=O)COC(=O)c2cccs2)c(C)n1-c1c(C)n(C)n(-c2ccccc2)c1=O | 0 | 0 | 0 | / | 5 | / | 15 | /
CS(=O)(=O)c1ccc(Cl)c(NC(=O)CCN2C(=O)C3CC=CCC3C2=O)c1 (centres undefined) | -4 | 4 | -3 | 4 | 1 | 1 | 4 | -4
COc1ccc(C(=O)CCc2ccccc2O)c(OC)c1 | 4 | -7 | -2 | -73 | -169 | -121 | -14 | 2
C[C@H]1CN([C@@H](C)CO)C(=O)c2c(c3ccccc3n2C)-c2ccccc2CO[C@@H]1CN(C)S(=O)(=O)c1ccc(C#N)cc1 | / | 6 | -2 | -7 | / | 6 | 3 | 3
O=C(c1ccco1)N(CCO)Cc1cc2cc3c(cc2[nH]c1=O)OCO3 | -6 | 2 | 1 | -7 | 0 | -3 | 5 | -1
CNC(=S)N1N=C(c2ccc(C)cc2)CC1c1ccc(N(C)C)cc1 (centres undefined) | 1 | -9 | 0 | / | 7 | -14 | -4 | -2
Cc1ccccc1S(=O)(=O)c1c(C)cc(C)n(C)c1=O | / | 18 | / | -6 | -3 | 1 | / | 0

Two entries picked at random from the list so far:
SMILES | miR122 inh | FN deposit inh | Cneo AK release | LGR2 inh | PAX8 inh HTS | EWS-Fli inh | PGC1a acetyl inh | CASP6 VEID inh
C[C@@H]1CCCCO[C@H](CN(C)C(=O)Nc2ccc(F)cc2)[C@@H](C)CN([C@@H](C)CO)C(=O)c2cc(NC(=O)CCC(F)(F)F)ccc2O1 | 11[16.7 µM] | -2 | -2 | -13 | -12 | 9 | 7 | -3
C[C@H]1CN([C@@H](C)CO)C(=O)c2c(c3ccccc3n2C)-c2ccccc2CO[C@@H]1CN(C)S(=O)(=O)c1ccc(C#N)cc1 | / | 6 | -2 | -7 | / | 6 | 3 | 3

Next section
SMILES | miR122 inh | FN deposit inh | Cneo AK release | LGR2 inh | PAX8 inh HTS | EWS-Fli inh | PGC1a acetyl inh | CASP6 VEID inh
COc1ccc(S(=O)(=O)N(C)C[C@H]2OCCCC[C@@H](C)Oc3ccc(NC(=O)Nc4ccc(F)cc4)cc3C(=O)N([C@H](C)CO)C[C@H]2C)cc1 | 9[16.7 µM] | 13 | 1 | -2 | 9 | -3 | 2 | 0
C[C@H]1CN([C@@H](C)CO)C(=O)Cc2cc(NS(=O)(=O)c3cn(C)cn3)ccc2O[C@H]1CN(C)S(=O)(=O)c1cccs1 | -4[16.7 µM] | -24 | 0 | 13 | -12 | -8 | 7 | /
CN1C(=O)c2cc(NC(=O)c3cccc(F)c3)ccc2OC[C@@H]2O[C@H](CC(=O)NCc3ccccc3)CC[C@H]21 | -25[16.7 µM] | -33 | -2 | 8 | 12 | 9 | 0 | /
O=C([C@H]1[C@H](CO)[C@H]2Cn3c(cccc3=O)[C@H]2N1Cc1ccccc1)N1CCCCC1 | 5[16.7 µM] | / | 0 | -30 | 3 | -1 | / | /
O=C(CNCCc1ccccc1)N1CCc2ccccc2C1 | 0 | -7 | 0 | -23 | 14 | -9 | -11 | 1
Cc1ccc(C)c(N2CCN(CCCNC(=O)CCn3c(=O)c4cccn4c4cccnc43)CC2)c1 | -1 | -4 | 4 | 7 | 11 | / | 2 | -8
Cc1cc(C)cc(NC(=O)CSc2nnc(Cn3c(=O)sc4ccccc43)n2C)c1 | / | 4 | 1 | 3 | 11 | -1 | / | 1
C[C@@H]1CN([C@@H](C)CO)C(=O)c2cc(C#CCN(C)C)cnc2O[C@@H]1CN(C)Cc1ccc2c(c1)OCO2 | -1[16.7 µM] | -3 | 2 | 17 | / | -6 | 1 | 2
CN1C(=O)c2cc(NC(=O)Cc3cccs3)ccc2OC[C@H]2O[C@@H](CC(=O)NCC3CCCCC3)CC[C@@H]21 | -6[16.7 µM] | -15 | -3 | 1 | -5 | 4 | -4 | 0
C[C@@H]1CN([C@@H](C)CO)C(=O)CCCn2cc(nn2)CO[C@@H]1CN(C)Cc1ccc2c(c1)OCCN2C | 0[16.7 µM] | -1 | 48 | 23 | / | -3 | 8 | -3
COC(=O)C(Cc1c[nH]c2ccccc12)NC(=O)c1cccs1 (centres undefined) | -4 | -2 | 6 | / | 0 | -33 | 3 | -4
O=C(O)C(=Cc1ccc([N+](=O)[O-])cc1)CCc1ccccc1 | / | -2 | 1 | -8 | 9 | 5 | / | -1
CCOC(=O)c1c(C)c(C(=O)NC(C)COC)c(C)n1CC (centres undefined) | -9 | / | 2 | 17 | / | -6 | 4 | 3
CCC(Oc1ccccc1)C(=O)Nc1cc(C(F)(F)F)ccc1N1CCOCC1 (centres undefined) | / | -2 | / | -17 | 3 | 5 | / | 2
COc1ccc(-c2ccc3c(c2)[C@H]2[C@H](CCN2C(=O)c2ccc4c(c2)OCO4)[C@H](CO)N3C)cc1 | -12[16.7 µM] | -6 | -6 | 16 | 6 | 2 | -1 | -1
CCC(=O)N1[C@@H]2c3ccc(C4=CCCCC4)c(=O)n3C[C@H]1[C@H](CO)[C@H]2C(=O)N[C@@H](C)c1ccccc1 | -1[16.7 µM] | / | -5 | 15 | / | -1 | / | -1
CC(NC(=O)Cn1nc(-c2ccccc2)c2ccccc2c1=O)c1ccccc1 (centres undefined) | -5 | 2 | 0 | / | 19 | / | -5 | /
O=C1Nc2ccc(Cl)cc2C(=O)C1(F)c1ccccc1 (centres undefined) | -5 | 5 | -4 | -13 | 24 | -16 | 7 | 1
COc1ccc(CNC(=O)C2CC(C)=C(C)CC2C(=O)O)cc1OC (centres undefined) | -4 | 1 | 2 | 2 | 9 | -6 | 12 | 0
CCN(CCC#N)c1ccc(/C=N/Nc2nc(C)cc(=O)[nH]2)c(C)c1 | / | 0 | / | 3 | 8 | 12 | / | 0
C[C@@H]1CN([C@@H](C)CO)C(=O)c2cc(C#CCN(C)C)cnc2O[C@@H]1CN(C)C(=O)CCN1CCCCC1 | -7[16.7 µM] | 4 | -5 | 11 | -25 | 1 | 0 | -5
COc1ccc(OC)c(NC(=O)Nc2nnc([C@H]3C[C@H](O)[C@@H](CO)O3)s2)c1 | -2 | 3 | 1 | 4 | 11 | 3 | 9 | 2
C[C@H]1CCCCO[C@@H](CN(C)S(=O)(=O)c2ccc(Cl)cc2)[C@@H](C)CN([C@@H](C)CO)C(=O)c2cc(NC(=O)CCC(F)(F)F)ccc2O1 | -16[16.7 µM] | 1 | 7 | 20 | 73* | 7 | -5 | 0
CN(C)c1ccc(CNc2ccccn2)cc1 | -13 | -2 | -1 | -40 | -48 | -64 | 10 | -3
CN(C[C@H](Cc1ccccc1)N(C[C@H](c1ccccc1)N(CCc1ccccc1)N=O)N=O)N=O | / | -13 | 7 | 5 | 18 | 4 | / | 9
CC(=O)N1c2ccccc2N(Cc2ccc(C)cc2C)C(=O)C1(C)C | 15 | 17 | -1 | -22 | 27 | 54* | -25 | 1
COc1ccc(C(=O)Nc2cnccn2)cc1[N+](=O)[O-] | -3 | 4 | 3 | 13 | -15 | -3 | / | -2
C[C@@H]1CN([C@H](C)CO)S(=O)(=O)c2ccc(C#CC3(O)CCCC3)cc2O[C@H]1CN(C)C(=O)Nc1ccc(F)cc1 | 0[16.7 µM] | / | -9 | -14 | / | 10 | -3 | 0
COc1ccc(S(=O)(=O)N2CCOCC2)cc1C(=O)NCc1ccccc1CN1CCCC1 | -10 | 7 | -1 | 6 | -10 | 1 | 8 | -7
COc1ccccc1-c1ccc2n(c1=O)C[C@@H]1[C@@H](CO)[C@H](C(=O)N(C)C)N(CC3CCOCC3)[C@H]21 | 16[16.7 µM] | / | -2 | -9 | 0 | -4 | -12 | -3
Cc1cccc(OCc2nnc(SCC(=O)Nc3cc(C)on3)n2C)c1 | / | 6 | -2 | -9 | / | / | 15 | /
CCC(=O)Nc1ccc2c(c1)OC[C@@H](C)N(Cc1ccncc1)C[C@@H](C)[C@H](OC)CN(C)C2=O | -23[16.7 µM] | -6 | 51 | -1 | -16 | 2 | 5 | 0
COc1ccc(NC(=O)CCCCCN2C(=O)c3cccc([N+](=O)[O-])c3C2=O)c(OC)c1 | -6 | 14 | 2 | 12 | 15 | -15 | 7 | 1
COc1ccc(CNC(=O)CN(C(=O)c2csnn2)c2cnc3ccccc3c2)cc1 | / | -3 | -2 | -6 | -1 | -3 | / | 0
Cc1ccc2c(c1)c1c3n2CCN(CC#N)C3CCC1 (centres undefined) | 5 | 1 | -1 | 5 | 4 | -11 | -1 | -4
CC(C)(C)C(=O)OC/C(N)=N/OC(=O)c1ccc(Cl)c(Cl)c1 | -2 | 2 | 0 | -16 | 3 | 9 | / | -4
COc1ccc(CN(C)C[C@@H]2OCCCC[C@@H](C)Oc3ccc(NS(=O)(=O)c4c(C)noc4C)cc3C(=O)N([C@H](C)CO)C[C@H]2C)cc1 | -1[16.7 µM] | / | 4 | -9 | -8 | -4 | -2 | /
COc1ccc(NC(=O)NCCCCc2ccccc2)cc1OC | 1 | -3 | 0 | 7 | 17 | / | 6 | 2
CCCNC(=O)Nc1ccc2c(c1)C(=O)N(C)[C@H]1CC[C@@H](CC(=O)O)O[C@@H]1CO2 | 7[16.7 µM] | -11 | 0 | 1 | 21 | 8 | -8 | /
O=C(NNC(=S)NC(=O)c1cccc([N+](=O)[O-])c1)c1ccc(O)cc1 | / | 5 | / | 0 | -10 | 9 | / | 1
CCOC(=O)C1(CC2CCCCO2)CCN(C(=O)Nc2ccc(SC)cc2)CC1 (centres undefined) | -4 | -1 | / | -16 | -10 | -9 | ? | 2
COc1n[nH]c(C(=O)Nc2cc(F)ccc2C)c1[N+](=O)[O-] | 4 | / | -3 | 20 | / | / | -5 | /
Cc1noc(C)c1NC(=O)N(C)C[C@H]1Oc2c(NS(C)(=O)=O)cccc2C(=O)N([C@@H](C)CO)C[C@H]1C | -2[16.7 µM] | / | 5 | -6 | / | 4 | -9 | -2
